cardiac RTF act: cardiac RTF calcium sensitization. IANBD-labeled TnC RTF fluorescence at EC20 calcium; 0% EC20 calcium, 100% full calcium. activation, % at 7.2 µM. 340,000 tested, 0.24% active. AID 493008;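 active = activation above the mean over all tested compounds plus 3 SD, cut at about 30% in these data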;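 note: rise in fluorescence read as greater calcium sensitivity of cardiac thin filaments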
V-ATPase pHluor: regulators of yeast V-ATPase proton transport. S. cerevisiae, pHLuorin cytosolic pH fluorescence. response, % at 10 µM. 350,000 tested, 0.37% active; in the data active = response mostly above about 7.3%, no sharp cut-off; inactive = mostly below about 5.4%; note: actives read high; inactives centre near 0; some compounds called inactive have numbers as strong as hits; reference of the scale not given here
LANA DNA inh: blocks KSHV LANA C-terminal domain binding to DNA. MBP-C-LANA/FAM-LBS DNA binding, fluorescence polarization. inhibition, % at 9 µM. 340,000 tested, 0.078% active. AID 504423;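 active = highest replicate inhibition at or above 60% at 9 µM, even if other replicates fall short; inactive = all replicates below 60% inhibition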;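 note: 0% = neutral control wells and 100% = 4 µM acridine orange control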
Keap1-Nrf2 PPI: Keap1-Nrf2 (human) interaction inhibition; Q14145; Keap1 Kelch-Nrf2 peptide fluorescence polarization, 1536-well; inhibition, % at 9.4 µM; 340,000 tested, 0.15% active; AID 504523; in the data active = inhibition above about 12%;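 note: human Keap1 Kelch domain with fluorescein labeled Nrf2 9mer peptide probe; 0% = neutral control wells and 100% = peptide positive control; higher means more block of Keap1 binding to Nrf2 peptide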
Target sequence (Q14145 whole entry, looked up, the tested form may be a part): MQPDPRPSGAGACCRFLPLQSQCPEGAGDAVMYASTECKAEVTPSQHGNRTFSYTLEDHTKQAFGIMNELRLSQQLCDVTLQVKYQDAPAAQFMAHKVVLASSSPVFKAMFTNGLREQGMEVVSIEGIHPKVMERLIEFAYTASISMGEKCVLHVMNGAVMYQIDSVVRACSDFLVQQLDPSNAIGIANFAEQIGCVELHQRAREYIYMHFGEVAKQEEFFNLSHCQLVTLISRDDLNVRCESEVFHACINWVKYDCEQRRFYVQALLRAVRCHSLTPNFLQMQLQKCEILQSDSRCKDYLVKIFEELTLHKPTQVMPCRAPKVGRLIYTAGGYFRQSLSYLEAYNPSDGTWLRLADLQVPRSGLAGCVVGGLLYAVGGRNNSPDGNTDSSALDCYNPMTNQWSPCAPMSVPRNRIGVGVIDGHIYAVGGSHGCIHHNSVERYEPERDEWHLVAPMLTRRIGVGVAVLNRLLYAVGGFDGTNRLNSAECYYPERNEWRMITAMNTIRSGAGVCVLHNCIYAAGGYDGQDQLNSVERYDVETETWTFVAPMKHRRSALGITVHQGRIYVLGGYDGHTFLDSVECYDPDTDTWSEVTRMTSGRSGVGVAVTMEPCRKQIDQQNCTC
HTR5A ag ctr: counter-screen for OPRM1-OPRD1 agonists: human HTR5A agonism; HTR5A agonist assay, luminescence, cell-based; 340,000 tested, 0.61% active; activation, % at 9.3 µM; P47898; in the data active = activation mostly above about 9.5%, no sharp cut-off; inactive = mostly below about 7.6%;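 note: 0% = cells with vehicle only and 100% = reference agonist; strong numbers were not always called active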
Target sequence (P47898 whole entry, looked up): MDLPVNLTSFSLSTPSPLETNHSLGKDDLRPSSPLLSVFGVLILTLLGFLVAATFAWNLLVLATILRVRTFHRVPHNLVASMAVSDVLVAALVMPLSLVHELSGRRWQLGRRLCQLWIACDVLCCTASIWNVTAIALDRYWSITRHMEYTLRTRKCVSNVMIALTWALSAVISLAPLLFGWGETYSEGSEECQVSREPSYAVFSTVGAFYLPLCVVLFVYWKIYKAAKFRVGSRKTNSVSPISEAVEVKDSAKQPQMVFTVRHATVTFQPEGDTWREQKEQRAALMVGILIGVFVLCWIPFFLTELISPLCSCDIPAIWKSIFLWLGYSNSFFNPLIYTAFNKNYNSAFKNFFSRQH
CAL-PDZ inh HTS: inhibitors of human CAL PDZ peptide binding; Q9HD26; purified CAL PDZ, TMR-peptide fluorescence polarization, 1 h; inhibition, % at 24.9 µM; 300,000 tested, 0.92% active; AID 602252;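 active = mean inhibition of at least 30% with at least half of replicates also reaching 30%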;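 note: 0% = DMSO neutral control and 100% = excess unlabeled competitor peptide PRC23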
MOR-DOR inv ag: inverse agonist of human OPRM1-OPRD1 heterodimerization. 340,000 tested, 0.21% active. inhibition, % at 9.3 µM. cell-based MOR-DOR heterodimer luminescence, inverse agonism. P35372+P41143; in the data active = inhibition above about 22%, passing the limit was not always enough;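 note: 0% = cells with DMSO and 100% = wells without cells with DMSO; values of inactives mirror those of a sister screen read the other way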
RTF Ca sens inh: cardiac RTF calcium desensitization; IANBD-labeled cardiac RTF, Ca2+ fluorescence; inhibition, % at 7.15 µM; 340,000 tested, 0.12% active;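 active = inhibition above the mean inhibition of all tested compounds plus 3 SD, cut at about 17% in these data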;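 note: assay run at fixed EC70 calcium of 1.6 mM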
OPRM1-OPRD1 ag: agonists of human mu-delta opioid receptor heterodimerization. 340,000 tested, 0.3% active. activation, % at 9.3 µM. AID 504326. P35372+P41143. cells, OPRM1-OPRD1 heterodimerization, luminescence; in the data active = activation above about 18%;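 note: 0% = vehicle-treated cells and 100% = reference agonist; values of inactives mirror those of a sister screen read the other way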
HTR5A inv ctr: inverse agonist of human HTR5A in OPRM1-OPRD1 counter-screen. P47898. 340,000 tested, 0.083% active. HTR5A cell line, luminescence, inverse agonism. inhibition, % at 9.3 µM; in the data active = inhibition mostly above about 23%, no sharp cut-off; inactive = mostly below about 18%;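 note: 0% = cells with DMSO and 100% = no-cell wells with DMSO; some compounds called inactive have numbers as strong as hits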
Numbers without * were called inactive; . = not tested or not shown. Compounds were not picked by outcome; about 2.8% have a hit in one of these screens.

SMILES	cardiac RTF act	V-ATPase pHluor	LANA DNA inh	Keap1-Nrf2 PPI	HTR5A ag ctr	CAL-PDZ inh HTS	MOR-DOR inv ag	RTF Ca sens inh	OPRM1-OPRD1 ag	HTR5A inv ctr
COc1cc(C(=O)O/N=C(\N)c2ccc([N+](=O)[O-])cc2)cc(OC)c1OC	2	1	-1.1	3	4	6	-74	-30	10	-11
Cc1c(C(=O)N2CCCCC2)sc(N)c1C#N	1	-2	-1.6	-1	10	-9	11	2	-1.9	-26
CC(C)(C)OC(=O)NCCCCC1=CC2=CC(=O)C(C)(O)C(=O)C2=CO1 (configuration not stated)	-3	2	2.1	1	5	9	12	-16	-2.2	-13
COc1ccc(C(=O)N/C(=C\c2cn(C)c3ccccc23)C(=O)OCC(C)C)cc1	-11	-1	-0.5	-2	1	.	16	-9	-3.0	-3
S=C(Nc1cccnc1)Nc1ccccc1Br	-5	-1	6.1	1	0	-5	7	-3	-1.4	1
N=c1c2c3c(sc2nc2n1CCC2)CCCC3	1	5	-0.1	-1	0	-3	16	4	-3.2	-8
O=Cc1cn(CC(=O)N2CCc3ccccc32)c2ccccc12	-5	-1	-11	-5	0	0	17	-1	-3.6	1
Cc1ccc(NC(=S)N/N=C/c2ccc(OCCC(C)C)cc2)c(C)c1	0	-8	-1.1	2	-6	0	3	3	-0.5	22
COc1cccc(C(=O)NCCCNC(=O)c2ccco2)c1	3	0	1.5	-6	-1	0	-15	-7	1.8	-3
CCOC(=O)C1CCCN(C2CCN(Cc3nc(Cc4ccccc4)no3)CC2)C1 (configuration not stated)	1	0	-1.5	-3	-1	1	7	-2	-1.4	3
CCn1c(C)nc2cc(C(=O)NNS(=O)(=O)c3c(F)cc(F)c(Cl)c3F)ccc21	-1	7	0.2	-3	3	-3	4	-1	-0.9	16
COc1ccc(Nc2cc(C)nc(N3CCN(C(=O)c4ccc5c(c4)OCO5)CC3)n2)cc1	-1	3	-1.3	1	0	-2	15	-6	-2.3	12
COC(=O)CSc1nc2sc3c(c2c(=O)[nH]1)CCC3	-2	7	1.2	4	3	5	10	-1	-2.0	-3
COc1ccc2c(c1)O[C@H](c1ccc3c(c1)OCO3)[C@@H](O)C2=O	13	1	0.4	2	-3	1	21	-10	-3.7	-14
C/C(=C/C(=O)NCc1ccccc1)C(=O)O	10	-3	-2.1	-3	0	.	-9	-15	1.7	-23
CCCCCc1cccnc1	2	-1	0.2	2	4	-1	15	-11	-2.9	7
CCC(=O)N1CCc2cc(S(=O)(=O)NCCN3CCC(C)CC3)ccc21	6	-8	0.3	-6	7	-5	4	-3	-0.7	-4
CCOC(=O)c1c2n(c3c(NCc4ccccc4)ncnc13)CCCC2	1	-2	39	-2	4	0	12	2	-2.6	-23
Cc1nc2ccccc2c(=O)n1CCCO	-1	3	0.0	-1	-2	-4	12	-4	-2.4	5
COc1cccc(C(=O)Nc2cc(NC(=O)c3cccs3)ccc2C)c1OC	-4	0	0.7	-2	2	-9	-2	1	0.4	-9
COc1cccc(NC(=O)N2CCCC2C(=O)Nc2ccc3c(c2)OCO3)c1 (configuration not stated)	3	7	-0.1	0	9	2	4	-53	-0.6	-11
CCOc1ccc(C(=O)O/N=C(\N)c2ccc([N+](=O)[O-])cc2)cc1OCC	-3	3	-3.6	-4	11	1	-72	-4	12	7
COc1ccc(CC(=O)Nc2cccc(-c3nnc(-c4ccccc4)o3)c2)cc1OC	-3	0	4.6	-6	16*	-8	-58	-1	10	-43
O=S(=O)(CCSc1ccccn1)c1nc2ccccc2s1	8	2	-3.0	-6	0	.	0	-13	-0.1	-21
CCN1C(=O)/C(=C\N2CCCCCC2)SC1=S	-1	-1	1.0	-2	-1	-6	17	6	-3.0	3
COc1ccc(CN(C)C(=S)Nc2ccc(Cl)cc2)cc1	2	-3	2.3	-4	4	-2	-13	-11	2.7	-12
CCc1ccc[n+](-c2nc3ccccc3nc2C(=C=[N-])C#N)c1	3	9	3.4	0	-1	-8	0	-16	0.1	-4
COC(=O)c1ccccc1NC(=O)CCS(=O)(=O)c1ccc(Br)s1	-3	-2	0.3	-6	1	0	1	10	-0.2	13
COc1ccc(C2Oc3ccccc3N2C(C)=O)cc1 (configuration not stated)	-1	-2	0.8	0	1	-5	14	1	-2.7	-2
NC(=O)C(c1ccccc1)c1ccc(C(=O)c2ccccc2)cc1 (configuration not stated)	1	0	0.6	-4	-1	-6	6	-9	-1.2	4
Cc1cccc(-n2c(SCC(=O)NC3CCCC3)nnc2-c2ccoc2C)c1	2	3	0.6	2	1	-2	-3	-1	0.5	-5
CCOc1cc(C2C(C(=O)c3ccco3)=C(O)C(=O)N2CC2CCCO2)ccc1O (configuration not stated)	-5	2	0.9	-3	1	-6	10	-2	-1.8	-3
O=C(Cc1c[nH]c2ccccc12)OCCOC(=O)Cc1c[nH]c2ccccc12	-4	-3	-2.1	-1	3	-1	7	7	-1.2	-8
CCOC(=O)c1sc(=NC(=O)c2cccc(C)c2)n(C)c1C	-2	-2	1.7	-8	1	-5	10	7	-2.1	-2
COc1cccc(CNC(=O)COC(=O)C23CC4CC(CC(Cl)(C4)C2)C3)c1	-2	-1	0.3	-2	-7	.	-7	0	1.7	18
CCc1ccc(CN(C)C(=O)C2CCC(=O)N(CC3CCCCC3)C2)cc1 (configuration not stated)	-1	1	-2.0	-3	-1	-3	-14	-7	2.7	1
CCOC(=O)C1=NOC(Cn2cc(C(C)=O)c(=O)[nH]c2=O)C1 (configuration not stated)	12	0	1.8	-1	4	3	-7	-9	1.3	-10
CN(Cc1cc(=O)[nH]c2ccccc12)C(=O)c1ccccc1	4	1	-1.0	-4	-2	.	7	-7	-1.1	-13
CCOC(=O)C1CCN(Cc2oc(CO)cc(=O)c2O)CC1	4	3	0.6	-3	8	-1	11	-36	-2.0	3
CCCCC(=O)NS(=O)(=O)c1ccc(N=NN(CC)CC)cc1	7	0	-1.5	-6	4	-6	23	0	-4.9	-10
Cc1nc(SCc2ccccc2)n[nH]1	1	4	-0.1	0	0	-2	7	5	-1.5	2
Cc1ccc(CN2CC(C(=O)Nc3cc(S(C)(=O)=O)ccc3Cl)CC2=O)cc1 (configuration not stated)	0	2	-0.8	-3	-1	-6	-9	-8	1.5	-10
NC(=O)C1(N2CCCCC2)CCN(S(=O)(=O)c2cc(Cl)ccc2Cl)CC1	-3	-1	0.3	2	1	.	-3	-6	0.5	-2
CC(=O)c1cccc(NC(=O)C(C)N(C)CC(=O)Nc2ccc(Cl)cc2)c1 (configuration not stated)	-3	0	-0.3	0	-2	-7	16	0	-3.1	6
COc1ccc(C(=O)N[C@H](C(=O)OCc2cc(=O)oc3cc(C)ccc23)C(C)C)cc1	-7	0	-2.2	0	2	-1	11	-4	-2.1	3
Cc1ccccc1NC(=O)C1CCCN(S(=O)(=O)c2c(C)noc2C)C1 (configuration not stated)	-2	-3	-1.8	-6	0	14	-4	0	0.7	-9
c1ccc(Cc2nnc3n2N=C(c2ccccc2)CS3)cc1	-5	0	-0.3	1	-7	1	15	3	-2.8	18
NNc1nc(-c2ccccc2)cc(-c2ccc(Br)cc2)n1	0	4	-1.3	-3	-11	1	70*	5	-14	-18
COc1cc(C(=O)N[C@@H](C)C(=O)N2CCC3(CC2)NCCc2[nH]cnc23)cc(OC)c1OC	-1	2	-0.1	4	3	-2	-6	-8	1.0	-2
O=C(CNC(=O)c1ccccc1)N/N=C/c1ccc([N+](=O)[O-])s1	0	-1	-0.4	-2	-5	0	-24	-5	4.2	13
COc1ccc(-c2n[nH]c(=S)nc2-c2ccc(OC)cc2)cc1	8	2	1.4	1	-2	-6	13	-4	-3.0	6
Clc1ccc(OCc2nnc3n2N=C(c2ccc4c(c2)OCCO4)CS3)c(Cl)c1	5	5	1.5	-7	3	-3	3	-14	-0.5	-11
CC1CCN(S(=O)(=O)c2ccc3c(c2)N(CC(=O)NCCN2C(C)CCCC2C)C(=O)CS3)CC1 (configuration not stated)	3	-4	0.4	-3	-2	.	5	-11	-1.0	8
Cc1ccc(NC(=O)C2CC(=O)n3c(nc4ccccc43)N2)cc1C (configuration not stated)	-2	-1	0.4	-2	6	1	10	-6	-1.9	-17
Cc1cc(C)c(C#N)c(OCC(=O)c2ccccc2)n1	-6	3	-2.7	-10	1	-2	13	5	-2.4	-17
O=C(CSc1nc(Nc2ccccc2)nc(N2CCOCC2)n1)Nc1cccc([N+](=O)[O-])c1	1	2	0.8	-6	3	-4	4	1	-0.7	-7
O=C(Nc1ccc(N2C(=O)CCC2=O)cc1Cl)c1cccs1	2	2	-0.5	1	-4	6	-3	0	0.5	11
Cc1cc(C)c(S(=O)(=O)N2CCOC2CNC(=O)C(=O)NCCCN2CCOCC2)c(C)c1 (configuration not stated)	-4	2	0.1	3	3	-2	18	1	-3.6	-8
CC(=O)N(Cc1cccs1)Cc1cc2cc(C)c(C)cc2nc1Cl	1	0	0.1	-6	-2	-5	5	-6	-1.1	-25
Cc1cccc(OCC(=O)Nc2ccc(N3CCN(C(=O)c4ccccc4)CC3)cc2)c1	2	1	-0.2	-1	0	-4	7	7	-1.3	5

In the list so far, 3 contain a furan ring, fused or not:
SMILES	cardiac RTF act	V-ATPase pHluor	LANA DNA inh	Keap1-Nrf2 PPI	HTR5A ag ctr	CAL-PDZ inh HTS	MOR-DOR inv ag	RTF Ca sens inh	OPRM1-OPRD1 ag	HTR5A inv ctr
COc1cccc(C(=O)NCCCNC(=O)c2ccco2)c1	3	0	1.5	-6	-1	0	-15	-7	1.8	-3
Cc1cccc(-n2c(SCC(=O)NC3CCCC3)nnc2-c2ccoc2C)c1	2	3	0.6	2	1	-2	-3	-1	0.5	-5
CCOc1cc(C2C(C(=O)c3ccco3)=C(O)C(=O)N2CC2CCCO2)ccc1O (configuration not stated)	-5	2	0.9	-3	1	-6	10	-2	-1.8	-3

(cont.)
SMILES	cardiac RTF act	V-ATPase pHluor	LANA DNA inh	Keap1-Nrf2 PPI	HTR5A ag ctr	CAL-PDZ inh HTS	MOR-DOR inv ag	RTF Ca sens inh	OPRM1-OPRD1 ag	HTR5A inv ctr
COc1cccc(CN2CCN(Cc3cc(OC)c(OC)c(OC)c3)CC2)c1OC	1	-2	2.5	2	-2	-3	4	0	-0.8	7
CN(C(=O)CSc1ncc(C(F)(F)F)cc1Cl)c1c(N)n(Cc2ccccc2)c(=O)[nH]c1=O	-2	-2	-0.3	1	1	1	12	-2	-2.4	-4
O=C(COc1ccccc1)N1CCN(C(=O)COc2ccccc2)CC1	-2	0	-2.3	0	-1	.	18	1	-2.8	1
COC(=O)C(C)(C)ONC(=O)Nc1ccccc1Br	1	2	-1.3	-9	7	-1	4	-10	-0.7	20
Cc1cc(=O)[nH]n(CCO)c1=O	11	13*	1.1	-5	-4	2	-4	-10	0.9	-10
CCOc1cc(C)c(S(=O)(=O)NCc2ccccn2)cc1C	10	0	-6.0	-3	-2	2	19	2	-3.8	9
CCOC(=O)NCc1ccc2c(c1)cc(C)n2C	3	1	-1.2	-2	-1	-1	8	-3	-1.7	0
COc1ccc(NC(=O)c2cccs2)cc1NC(=O)c1ccco1	5	0	0.0	-5	-1	-3	6	5	-1.1	-3
O=C(CSc1ccc2nnc(-c3ccccn3)n2n1)Nc1cccc(F)c1	-2	-3	-0.6	1	0	-2	10	-3	-1.8	-5
